IDE cell inh – inhibits human insulin-degrading enzyme in HEK cells | FAbetaB cleavage, fluorescence polarization | actives 0.41% (n = 320,000) | P14735 | inhibition, % at 5.59 µM | AID 434962;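 active means percent inhibition above the average of all tested compounds plus 3 SD, set per screening campaign, cut at about 16% in these data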;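 further: IDE supplied by intact live HEK cells; FP after avidin binding of uncleaved biotin substrate so inhibition keeps polarization high; 0% = DMSO wells and 100% = 60 µM reference IDE inhibitor Ii1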
Target sequence (P14735 whole entry, looked up): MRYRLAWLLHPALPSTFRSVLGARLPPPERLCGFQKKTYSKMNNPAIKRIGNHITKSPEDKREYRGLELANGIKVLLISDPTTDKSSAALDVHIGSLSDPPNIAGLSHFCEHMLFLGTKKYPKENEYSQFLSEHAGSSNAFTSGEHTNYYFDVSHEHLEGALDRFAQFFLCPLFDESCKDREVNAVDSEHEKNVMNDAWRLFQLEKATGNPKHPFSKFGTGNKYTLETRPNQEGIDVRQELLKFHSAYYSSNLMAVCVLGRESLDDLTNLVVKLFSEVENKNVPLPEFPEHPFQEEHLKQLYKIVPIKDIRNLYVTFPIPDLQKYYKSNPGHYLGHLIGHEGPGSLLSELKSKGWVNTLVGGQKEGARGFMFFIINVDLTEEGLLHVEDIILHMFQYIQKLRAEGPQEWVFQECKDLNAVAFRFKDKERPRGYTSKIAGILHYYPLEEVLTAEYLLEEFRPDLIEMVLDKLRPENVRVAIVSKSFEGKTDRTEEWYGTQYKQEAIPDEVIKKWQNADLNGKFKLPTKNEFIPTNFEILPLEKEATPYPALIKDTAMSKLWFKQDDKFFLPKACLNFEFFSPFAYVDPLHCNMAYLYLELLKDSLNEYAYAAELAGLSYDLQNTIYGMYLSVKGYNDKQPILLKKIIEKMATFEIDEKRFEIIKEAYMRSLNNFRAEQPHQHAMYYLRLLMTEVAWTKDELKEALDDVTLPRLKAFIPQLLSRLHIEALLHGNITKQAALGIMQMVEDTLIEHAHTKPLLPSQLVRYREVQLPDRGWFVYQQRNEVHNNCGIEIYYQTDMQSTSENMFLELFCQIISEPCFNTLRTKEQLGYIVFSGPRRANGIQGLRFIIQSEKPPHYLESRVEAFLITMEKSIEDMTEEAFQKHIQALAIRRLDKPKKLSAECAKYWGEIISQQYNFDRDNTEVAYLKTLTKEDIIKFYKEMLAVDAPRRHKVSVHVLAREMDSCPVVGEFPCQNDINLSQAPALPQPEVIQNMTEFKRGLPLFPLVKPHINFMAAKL
IDE act – IDE (human) activation, cell-based | P14735 | AID 493087 | activation, % at 5.96 µM | actives 0.073% (n = 340,000) | HEK cells, FAbeta-B cleavage, fluorescence polarization; 0% vehicle, 100% cell-free pure enzyme wells;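 active means activation above the mean of all tested compounds plus 3 SD, set per screening campaign, cut at about 17% in these data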
CRFBP-R2 block – antagonists of CRF-binding protein/CRF-R2 receptor complex | HEK293 CRF-R2/CRF-BP, CRF-induced calcium fluorescence | inhibition, % at 11.8 µM | actives 0.59% (n = 350,000);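 active means inhibition of the ligand-induced calcium signal above about 50% at the single tested concentration, limit read from the data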
HCV NS3 hel inh – HCV NS3 helicase inhibition; AID 1800; NS3 helicase DNA unwinding, Cy5 molecular beacon fluorescence; inhibition, % at 10.9 µM; actives 0.56% (n = 290,000);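 active means inhibition above the mean of all tested compounds plus 3 SD, set per campaign, cut at about 35% in these data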;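 further: 0% = DMSO wells and 100% = thioflavine S control wells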
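assay system = NS3 helicase fragment of HCV | buffer or medium = MOPS pH 6.5, MgCl2, DTT, Tween20, BSA | timing = 60 min unwinding reaction at 25 °C after ATP addition | signal = Cy5 beacon fluorescence read at start and 1 h | read-out basis = % inhibition of unwinding | control set = low DMSO, high thioflavine S at 110 µM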
IMP-1 inhibitor – blocks Pseudomonas aeruginosa IMP-1 metallo-beta-lactamase; inhibition, % at 5.6 µM; AID 1556; purified IMP-1, nitrocefin hydrolysis, epi-absorbance fluorescence; actives 0.45% (n = 290,000);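 active means inhibition above the mean plus 3 SD of all compounds in the same screening run, cut at about 4.5% in these data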;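 further: 0% = IMP-1 with DMSO and 100% = DMSO wells lacking enzyme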
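Material – recombinant IMP-1 enzyme, purified · Amount – IMP-1 0.2 nM before substrate addition · Medium – HEPES buffer pH 7.1 with ZnSO4 and Brij 35 · Timing – 25 °C, 15 min preincubation, 25 min reaction · Measured by – plate fluorescence quenching by hydrolysis product, ex 480/em 530 nm · Read-out – percent enzyme inhibition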
UBC9 SUMO inh – SUMOylation inhibition. inhibition, % at 35 µM. P63279. AID 2006. actives 0.36% (n = 290,000). HTRF SUMOylation assay, SAE1/SAE2 + UBC9, in vitro; in the data active means inhibition above about 50%, passing the limit was not always enough; further: strong numbers were not always called active
GalR3 antagonist – blocks the human galanin receptor 3; O60755; HEK293 GalR3-CNG cAMP membrane potential fluorescence; galR3 body fused to GalR1 C-terminus; inhibition, % at 3 µM; actives 0.44% (n = 360,000);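 active means inhibition above the screen-wide average plus 3 SD, cut at about 13% in these data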;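 further: forskolin and galanin both at EC90 stimulate the cells; cAMP rise reported by CNG channel membrane potential dye signal; 0% = forskolin plus galanin with DMSO and 100% = forskolin alone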
VIM-2 inhibitor – inhibitors of Pseudomonas aeruginosa VIM-2 metallo-beta-lactamase | purified VIM-2, nitrocefin hydrolysis, epi-absorbance fluorescence | inhibition, % at 5.6 µM | actives 0.89% (n = 290,000) | AID 1527;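 active means inhibition above the mean of all tested compounds plus 3 SD, cutoff set per screening run, cut at about 7.5% in these data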;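 further: red hydrolysis product quenches plate fluorescence so inhibitors raise well fluorescence; 0% = enzyme with DMSO and 100% = DMSO without enzyme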
pCIP destab – lowers stability of the mouse p/CIP coactivator protein | Q05BA5 | F442A p/CIP-EGFP cells, EGFP fluorescence, 16 h | decrease of EGFP signal, % at 10 µM | actives 0.01% (n = 290,000);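 active means EGFP signal decrease of at least 30% at 10 µM or well 3 SD below plate mean, unless failing retest; inactive means the rest, including hits failing retest or dose response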; further: some compounds called inactive have numbers as strong as hits; many of its hits are not listed in these tables
An asterisk follows results filed as active; . = no result given.

entry	Structure	IDE cell inh	IDE act	CRFBP-R2 block	HCV NS3 hel inh	IMP-1 inhibitor	UBC9 SUMO inh	GalR3 antagonist	VIM-2 inhibitor	pCIP destab
1	NS(=O)(=O)c1ccc(NC(=O)C2COc3ccccc3O2)cc1 (stereo not given)	-5	.	0	0	0.0	16	0	2.2	-16
2	O=C(CCc1nc2ccccc2c(=O)[nH]1)OCc1ccccc1F	-2	-3	-14	-2	-5.5	-2	-8	-2.5	3
3	COc1cccc(C2NC(=O)NC(O)(C(F)(F)F)C2C(=O)c2cccnc2)c1OC (stereo not given)	-2	2	3	15	-2.4	9	-4	-2.3	-7
4	CCc1nnc(NC(=O)C2Cc3ccccc3CN2S(=O)(=O)c2cccs2)s1 (stereo not given)	-1	5	-22	-3	-3.6	2	-2	-2.1	-7
5	O=c1ccn(CCCBr)c(=O)[nH]1	8	4	-5	-3	-3.4	6	7	-1.2	-9
6	NC(=O)c1nn(CC(=O)Nc2ccc3c(c2)OCO3)cc1[N+](=O)[O-]	9	6	-12	-5	-2.5	11	-3	-3.4	-48
7	Cn1c(=O)cc(OCCCC(=O)NCc2ccc3c(c2)OCO3)c2ccccc21	3	4	13	2	-2.0	6	.	-2.7	4
8	Cc1occc1-c1nnc(SCC(=O)c2cc3ccccc3oc2=O)o1	1	0	16	28	-3.0	34	9	-1.5	0
9	C[C@@H]1CN([C@@H](C)CO)C(=O)c2cccc(NC(=O)c3nc4ccccc4s3)c2O[C@@H]1CN(C)CC1CC1	1	-1	3	.	.	.	-7	.	.
10	CCOc1ccc(C(=O)NCCNC(=O)c2ccc(OCC)cc2)cc1	3	-3	0	-3	-0.6	10	-10	-2.5	-12
11	O=C(N/C(=C\c1ccco1)C(=O)N1CCCC1)c1cccs1	1	1	-10	2	-0.3	2	-5	-2.3	2
12	COc1cc2c(cc1OC)C(C)N(C(=O)c1cc3c(C)cc(C)cc3[nH]1)CC2 (stereo not given)	2	-1	-18	-32	-2.7	-8	-1	-1.2	-31
13	CC1=Nc2ccccc2N=C(NC(=O)CSC(=S)N2CCCCC2)C1c1ccccc1 (stereo not given)	7	2	22	-4	0.7	0	-1	1.4	-1
14	CC(=O)c1c(C)nc2ccc([N+](=O)[O-])cc2c1-c1ccccc1	4	0	2	-5	1.7	1	3	0.1	7
15	O=C(NCC1OCCCN1S(=O)(=O)c1ccc(F)cc1)C(=O)NC1CCCC1 (stereo not given)	1	0	-3	2	-1.5	9	-5	0.5	-12
16	COc1ccccc1CNC(=O)c1n[nH]c2ccccc12	3	4	-8	14	0.6	-1	2	1.2	4
17	Cc1cc(C(=O)NCCc2ccc(S(N)(=O)=O)cc2)c(C)o1	3	3	-7	-2	-4.3	6	-8	-3.5	-1
18	O=C(COC(=O)[C@@H]1CC(O)CN1S(=O)(=O)c1ccccc1[N+](=O)[O-])Nc1ccc2ccccc2c1 (stereo not given in full)	3	5	-15	-10	-4.0	-17	0	-0.2	2
19	COc1cc2c(cc1OC)CN(c1ncccc1[N+](=O)[O-])CC2	-8	2	-2	7	-4.4	9	-4	-3.9	0
20	CCOCc1nnc(NC(=O)COc2ccc3c(c2)OCO3)s1	-5	7	-6	33	1.7	15	-9	1.3	-14
21	COCCn1c(CN2CCC(Cc3ccccc3)CC2)nc2c1c(=O)n(C)c(=O)n2C	7	3	3	9	-3.4	2	2	-2.3	-4
22	CCCCOc1ccc(C(=O)NCC(=O)N2CCN(C(=O)c3ccco3)CC2)cc1	6	0	-1	.	.	.	-1	.	.
23	O=C(COC(=O)CNC(=O)c1ccccc1F)Nc1ccc2c(c1)OCO2	2	6	17	.	.	.	0	.	.
24	CC1(C)C(N(O)C(=O)Nc2ccccc2)N(c2cccc(Cl)c2)C(=O)N1O (stereo not given)	-1	1	21	-2	-5.9	26	-1	0.6	-8
25	FC(F)(F)c1ccc(Oc2ccc3ccccc3c2Br)nc1	-5	-2	-22	-18	-3.6	-22	0	-2.1	7
26	COc1ccc(C2=CC(=O)CCC2)cc1	2	2	-3	.	.	.	-1	.	.
27	CC(C(=O)NCCSCc1cccc(Cl)c1)N(c1ccccc1)S(C)(=O)=O (stereo not given)	3	-2	4	-14	-1.6	2	-7	-3.4	-18
28	CN1CCC(=NNC(=O)C(=O)NCc2ccccc2)CC1	-5	-1	-3	0	-2.3	10	-7	-1.6	-6
29	OC[C@H]1OC(O)[C@@H](O)[C@@H](O)[C@@H]1O (stereo not given in full)	9	8	-29	.	.	.	1	.	.
30	CCN(CC)C(=O)Cc1c(O)c2ccccc2[nH]c1=O	7	-2	7	5	-3.2	14	-3	-2.3	3

Full records as entered above:
Entry for COc1cc2c(cc1OC)CN(c1ncccc1[N+](=O)[O-])CC2 = IDE cell inh = -8; IDE act = 2; CRFBP-R2 block = -2; HCV NS3 hel inh = 7; IMP-1 inhibitor = -4.4; UBC9 SUMO inh = 9; GalR3 antagonist = -4; VIM-2 inhibitor = -3.9; pCIP destab = 0
Entry for O=C(NCC1OCCCN1S(=O)(=O)c1ccc(F)cc1)C(=O)NC1CCCC1 (stereo not given) = IDE cell inh = 1; IDE act = 0; CRFBP-R2 block = -3; HCV NS3 hel inh = 2; IMP-1 inhibitor = -1.5; UBC9 SUMO inh = 9; GalR3 antagonist = -5; VIM-2 inhibitor = 0.5; pCIP destab = -12

In the list so far, these contain a furan ring, fused or not.
entry	Structure	IDE cell inh	IDE act	CRFBP-R2 block	HCV NS3 hel inh	IMP-1 inhibitor	UBC9 SUMO inh	GalR3 antagonist	VIM-2 inhibitor	pCIP destab
8	Cc1occc1-c1nnc(SCC(=O)c2cc3ccccc3oc2=O)o1	1	0	16	28	-3.0	34	9	-1.5	0
11	O=C(N/C(=C\c1ccco1)C(=O)N1CCCC1)c1cccs1	1	1	-10	2	-0.3	2	-5	-2.3	2
17	Cc1cc(C(=O)NCCc2ccc(S(N)(=O)=O)cc2)c(C)o1	3	3	-7	-2	-4.3	6	-8	-3.5	-1
22	CCCCOc1ccc(C(=O)NCC(=O)N2CCN(C(=O)c3ccco3)CC2)cc1	6	0	-1	.	.	.	-1	.	.

Down the list, quoted from above:
Nos. 16 to 23 in CRFBP-R2 block, in turn: -8, -7, -15, -2, -6, 3, -1, 17

Following part.
entry	Structure	IDE cell inh	IDE act	CRFBP-R2 block	HCV NS3 hel inh	IMP-1 inhibitor	UBC9 SUMO inh	GalR3 antagonist	VIM-2 inhibitor	pCIP destab
31	C=CCn1c(SCC(=O)NC(=O)NC2CCCC2)nnc1C1CCCCC1	8	6	7	-5	-6.5	-4	-3	-4.0	-3
32	CC(C)Cc1nnc(NC(=O)CCC(=O)N2CCN(c3ccccc3F)CC2)s1	-3	5	-6	-4	-2.6	17	-8	-0.9	-5
33	CCCS(=O)(=O)c1c(S(=O)(=O)CCC)c2ccc(C(N)=O)cn2c1C(=O)c1ccc(F)cc1	-2	-1	-21	-3	-1.1	1	-3	-2.1	-5
34	Cc1cc(=O)oc2c(C)c(OCC(=O)NCCc3ccc(S(N)(=O)=O)cc3)ccc12	6	0	12	-7	-2.0	20	0	10*	-6
35	Cc1noc(C)c1C(=O)Nc1ccc(F)cc1F	2	3	3	-3	-2.0	16	-1	-1.8	2
36	O=C(NCc1nc2ccccc2[nH]1)C1=C[C@H](C2CCCCC2)C[C@H](OCc2ccc(CO)cc2)O1	11	-3	-2	7	-2.2	-6	3	-1.3	-7
37	COc1cccc(C2CC(c3ccc(Br)cc3)=NN2C(=O)c2ccncc2)c1OC (stereo not given)	7	3	0	-6	-0.3	10	-7	0.8	3
38	NC(=O)COC(=O)c1ccc(Cl)c(S(=O)(=O)N2CCCCCC2)c1	6	0	15	0	-1.4	7	-4	-1.6	-6
39	Clc1cccc(-c2ccc(/C=N/n3cnnc3)o2)c1	-1	9	-2	-2	0.6	-8	-11	19*	6
40	CC1=C(C(=O)Nc2ccccc2)C(c2ccc(C(C)C)cc2)N2C(=O)CSC2=N1 (stereo not given)	1	4	-12	1	-0.8	9	-13	-0.9	-4
41	N#CC1(NC(=O)CN2c3cccc4cccc(c34)S2(=O)=O)CCCCC1	6	1	17	.	.	.	-4	.	.
42	CC(C)CNC(=S)NC(=O)c1ccc(Cl)cc1	-3	1	-18	12	-2.6	1	-5	-1.9	-7
43	Brc1cccc(-c2nnc3sc(CN4CCC5(CC4)OCCO5)cn23)c1	0	6	-5	4	-1.5	11	-5	-2.7	-12
44	CCOc1ccc(S(=O)(=O)N2CCC(C(=O)NCc3ccccc3CN3CCCC3)CC2)cc1	2	-2	1	.	.	.	-6	.	.
45	Cc1nn(CC(=O)NC2C(=O)N3C(C(=O)O)=C(CSc4nnnn4C)CSC23)cc1Br (stereo not given)	-8	-5	3	17	-2.7	6	-7	-0.7	16
46	Cc1cc(C(=O)CN2C(=O)c3cccc(N)c3C2=O)c(C)n1Cc1cccs1	0	3	-10	6	3.5	44	-1	0.9	0
47	O=C(CCc1nc2ccccc2c(=O)[nH]1)Nc1ccc(F)cc1	0	2	14	6	-1.7	-11	-5	-2.2	-4
48	O=C(Nc1nnc(C2=COCCO2)o1)c1cccc(F)c1	8	4	15	10	-3.9	3	-1	-3.9	5
49	CC(C)Cn1c(=O)c2c(nc3n2CCCN3CCc2ccccc2)n(C)c1=O	-5	-1	-13	7	-5.4	23	-4	-3.6	-8
50	CC1CN(C(=O)COC(=O)/C=C/c2ccc(C(F)(F)F)cc2)CC(C)O1 (stereo not given)	3	0	8	.	.	.	-4	.	.
51	Cc1ccc(-c2noc(C3CCCN(C(=O)c4cccc(F)c4)C3)n2)cc1 (stereo not given)	-4	4	7	3	-6.1	10	-8	-1.8	-4
52	CC(C)(C)NC(=O)c1nc2nc(-c3ccccc3)cc(C(F)(F)F)n2n1	0	2	-18	-4	-2.8	8	3	-2.9	4
53	Cc1cccc(N2CN(Cc3ccco3)CNC2=S)c1C	2	4	-4	-10	-3.4	0	2	-2.1	-2
54	O=c1cc(-c2ccccc2)[nH]n1-c1nc2ccccc2[nH]1	2	3	-7	0	-5.0	24	-4	-0.7	0
55	CCOc1ccc(Nc2nc3c(c(=O)[nH]2)CCC3)cc1	3	1	-17	0	-1.1	7	-3	-1.4	-7
56	C=CCOc1ccc(C=Nc2ccc(Cl)cc2)c(O)c1	4	8	-10	-5	-4.6	25	3	-2.8	-10
57	Cc1ccc(C)c(NC(=S)NCc2ccc3[nH]c4c(c3c2)CCCC4)c1	3	-5	46	-20	-0.4	-9	.	-4.9	-4
58	N=C1C(=O)OCC1c1ccccc1NC(=O)CN1CCOCC1 (stereo not given)	1	5	-9	4	-3.4	15	-9	-1.4	6
59	CCCCN(C)CCCNC(=O)c1cn(C)c2ccc(S(=O)(=O)N(C)C3CCCCC3)cc2c1=O	3	3	-18	-19	-3.5	5	1	-1.5	-1

Screens (PubChem BioAssay)
